CHO-K1 Ca ag: counter-screen for M1 agonists: effect in parental CHO-K1 cells; Fluo-8 calcium fluorescence; scaled to maximal ATP response, vehicle zero; activation, % at 3 µM; hit rate 0.48% among 360,000; AID 602248, 2012; in the data active means activation above about 15%;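 further: untransfected CHO-K1 host cells lacking M1 receptor as counterscreen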
CHO-K1 Ca PAM: nonselective calcium activators in parental CHO-K1 cells, primary screen, counter-screen for M1 PAM project, cell-based, Fluo-8 calcium fluorescence, full deck, 1536-well; hit rate 0.02% among 360,000; activation, % at 3 µM; AID 602247, 2012; ATP EC20; 0% at ATP EC20, 100% at ATP max;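 active means activation above the run cutoff, the mean activation of all test compounds plus 3 SD, cut at about 40% in these data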;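 further: peak over basal fluorescence ratio in a 140 s read after ATP addition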
M4 ag: human M4 muscarinic receptor agonists, primary screen, CHO-K1 cells, Fluo-8 calcium fluorescence; CHO-K1 hM4/Gqi5; vehicle 0%, full acetylcholine response 100%; hit rate 0.14% among 360,000; activation, % at 3 µM; Muscarinic acetylcholine receptor M4 (Homo sapiens), P08173;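 active means activation above the run mean over all test wells plus 3 SD, cut at about 32% in these data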;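 further: peak over basal fluorescence ratio per well then scaled between controls; 0% = DMSO wells and 100% = acetylcholine at EC100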
Target sequence (P08173 whole entry, looked up): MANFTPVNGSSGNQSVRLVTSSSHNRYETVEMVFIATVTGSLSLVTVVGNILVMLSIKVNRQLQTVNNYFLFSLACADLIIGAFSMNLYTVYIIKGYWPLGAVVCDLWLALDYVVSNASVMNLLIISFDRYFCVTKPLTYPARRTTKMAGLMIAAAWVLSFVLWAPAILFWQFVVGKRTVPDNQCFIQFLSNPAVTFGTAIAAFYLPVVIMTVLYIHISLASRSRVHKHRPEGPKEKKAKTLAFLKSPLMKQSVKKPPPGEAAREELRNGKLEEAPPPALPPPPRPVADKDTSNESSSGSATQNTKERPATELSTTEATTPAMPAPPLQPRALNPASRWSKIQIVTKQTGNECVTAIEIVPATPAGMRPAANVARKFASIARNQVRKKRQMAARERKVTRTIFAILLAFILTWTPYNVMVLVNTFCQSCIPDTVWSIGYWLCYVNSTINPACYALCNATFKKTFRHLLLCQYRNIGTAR
CHRM4 PAM: human M4 muscarinic receptor positive allosteric modulators, primary screen, CHO-K1 cells, Fluo-8 calcium fluorescence | activation, % at 3 µM | Muscarinic acetylcholine receptor M4 (Homo sapiens), P08173 | CHO-K1 hM4/Gqi5, ACh EC20; 0% = ACh EC20, 100% = maximal ACh | hit rate 0.4% among 360,000;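 active means activation above its plate's cutoff, the mean activation of sample wells plus 3 SD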; further: some results filed as inactive read as strong as hits
M5 antag: human M5 muscarinic receptor antagonists, primary screen, CHO cells, Fluo-8 calcium fluorescence | inhibition, % at 3 µM | hit rate 0.59% among 360,000 | Muscarinic acetylcholine receptor M5 (Homo sapiens), P08912 | AID 624040, 2012 | CHO-hM5 cells, ACh EC80;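 active means inhibition above a per-plate cutoff, the mean of that plate's test compounds plus 3 SD, cut at about 27% in these data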;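 further: 0% = acetylcholine EC80 with DMSO and 100% = DMSO without agonist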
Target sequence (P08912 whole entry, looked up): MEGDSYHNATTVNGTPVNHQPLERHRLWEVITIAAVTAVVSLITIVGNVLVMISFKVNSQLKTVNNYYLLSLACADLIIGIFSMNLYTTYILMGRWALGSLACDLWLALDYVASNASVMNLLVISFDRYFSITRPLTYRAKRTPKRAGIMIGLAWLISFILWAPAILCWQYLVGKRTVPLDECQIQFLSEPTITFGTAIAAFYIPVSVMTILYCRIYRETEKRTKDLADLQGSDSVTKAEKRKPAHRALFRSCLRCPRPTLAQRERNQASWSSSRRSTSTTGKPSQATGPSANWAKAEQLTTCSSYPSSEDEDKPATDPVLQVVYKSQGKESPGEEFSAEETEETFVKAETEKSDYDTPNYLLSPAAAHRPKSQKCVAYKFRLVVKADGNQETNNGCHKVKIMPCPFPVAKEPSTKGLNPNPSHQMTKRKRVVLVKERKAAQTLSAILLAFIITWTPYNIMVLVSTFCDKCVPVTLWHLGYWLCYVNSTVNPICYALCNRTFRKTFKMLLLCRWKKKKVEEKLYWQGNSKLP
CHO-K1 Ca antag: nonselective inhibitor or artifact in parental CHO-K1 cells; ATP-induced calcium, Fluo-8 fluorescence; hit rate 0.6% among 360,000; inhibition, % at 3 µM;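 active means inhibition above a per-plate cutoff, the plate's mean sample inhibition plus 3 SD, cut at about 24% in these data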;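 further: 0% = DMSO plus EC80 ATP and 100% = DMSO alone without ATP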
M5 PAM: human M5 muscarinic receptor positive allosteric modulators, primary screen, CHO-K1 cells, Fluo-8 calcium fluorescence; Muscarinic acetylcholine receptor M5 (Homo sapiens), P08912; CHO-K1 hM5, ACh EC20 PAM; 0% = ACh EC20, 100% = ACh EC100; activation, % at 3 µM; hit rate 0.3% among 360,000; AID 624038, 2012;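 active means activation above the run cutoff, the mean activation of all test compounds plus 3 SD, cut at about 18% in these data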
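System: CHO-K1 cell line with stable human muscarinic M5 receptor expression | Also added: EC20 acetylcholine as agonist stimulus | Compound: One concentration, 3 µM final (nominal) | Timing: Fluo-8 loading 80 min at 37 °C plus 30 min room temperature | Measured by: Fluo-8 calcium dye fluorescence, kinetic read | Read-out basis: % activation, ACh-normalized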
M4 antag: human M4 muscarinic receptor antagonists, primary screen, CHO cells, Fluo-8 calcium fluorescence; inhibition, % at 3 µM; hit rate 0.73% among 360,000; Muscarinic acetylcholine receptor M4 (Homo sapiens), P08173; CHO-hM4 cells, ACh EC80;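 active means inhibition above its plate's cutoff, the mean inhibition of sample wells plus 3 SD, cut at about 27% in these data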;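 further: 0% = acetylcholine EC80 with DMSO and 100% = DMSO without agonist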
CHRM5 agonist: human M5 muscarinic receptor agonists, primary screen, CHO-K1 cells, Fluo-8 calcium fluorescence; AID 624037, 2012; CHO-K1 hM5 cells; 0% DMSO wells, 100% maximal acetylcholine response; activation, % at 3 µM; Muscarinic acetylcholine receptor M5 (Homo sapiens), P08912; hit rate 0.19% among 360,000;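 active means activation above the run's mean over test compounds plus 3 SD, cut at about 23% in these data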;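 further: signal is peak over basal fluorescence ratio across the kinetic read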
* hit, by the source's call. Compounds as they come; about 2.7% have a hit in one of these screens.

SMILES	CHO-K1 Ca ag	CHO-K1 Ca PAM	M4 ag	CHRM4 PAM	M5 antag	CHO-K1 Ca antag	M5 PAM	M4 antag	CHRM5 agonist
N#Cc1cccc(OCC(=O)NC(=O)NCc2ccccc2)c1	0.2	12	2	2	4	-14	1	-1	-3
Cc1cccc(OCCCC(=O)Nc2ccc(Br)cc2)c1	1.9	11	1	-5	-2	-1	1	-1	-6
COc1ccc(C2C([N+](=O)[O-])=C(C)N(C)C(=O)N2C)cc1OC (centres undefined)	0.0	12	1	6	7	-1	-5	-2	-2
COc1ccccc1NS(=O)(=O)c1cccc(N2CC(O)=C(c3ccccc3)C2=N)c1	1.1	14	1	4	8	-4	-6	-5	-3
Cc1ccc(Nc2nnc(SCC(O)=C(C#N)c3nc4ccccc4[nH]3)s2)c(C)c1	-0.2	14	5	-5	11	-9	-9	-5	1
CCOc1ccc(-n2c(N)c(-c3nc4ccccc4[nH]3)sc2=S)cc1	1.2	15	6	-4	1	-17	-2	-5	-6
Cc1cc(C)c(C#N)c(N2CCN(S(=O)(=O)Cc3ccccc3)CC2)n1	0.4	-2	1	6	-2	0	3	-7	-2
Cc1ccc(C)c(NC(=S)N2CCC(NC(=O)c3cccc(F)c3)CC2)c1	0.3	19	1	2	1	-9	3	5	-2
CC1CCCC(NC(=O)Cn2cc(C(F)(F)F)cc(Cl)c2=O)C1C (centres undefined)	-0.5	-2	0	3	3	4	3	2	1
COc1ccc(NC(=O)Cn2c(=O)n(-c3ccccc3)c(=O)c3oc4ccccc4c32)c(OC)c1	4.2	14	13	-17	4	4	-9	-1	2
COc1ccc2[nH]c(O)c(N=O)c2c1	0.0	-3	0	-3	-2	10	0	5	1
COCCN(C(=O)COC(=O)C(c1ccccc1)c1ccccc1)c1c(N)n(Cc2ccccc2)c(=O)[nH]c1=O	0.1	7	1	5	0	2	4	-2	-1
O=C(Cn1ncc2c3ccccc3n(Cc3ccccc3)c2c1=O)N1CCN(c2ncccn2)CC1	8.7	-3	4	0	4	1	0	-3	-1
CC(Sc1nc(-c2ccccc2)cc(C(F)(F)F)n1)C(=O)Nc1sc2c(c1C#N)CCC2 (centres undefined)	3.5	22	0	0	14	-10	-5	4	-1
Cc1ccc(NC(=O)CCNC(=O)c2ccccc2Cl)nc1	0.1	-15	1	-3	-2	4	-1	3	-2
Cc1cc(-c2n[nH]c(=S)n2/N=C/c2ccc(C)o2)n[nH]1	0.8	19	1	10	3	-3	6	-4	1
COc1ccc(C2c3c(noc3C)CC(C)(O)C2C(C)=O)cc1 (centres undefined)	3.0	30	0	1	1	-9	5	-6	0
O=C(NCC1CCC(C(=O)O)CC1)OCc1ccccc1 (centres undefined)	0.7	24	0	5	0	-4	1	-6	-2
COc1ccccc1NC(=O)CSc1nnc(C)n1Cc1ccccc1	0.3	-3	1	-8	0	-13	-8	-4	1
CN(C)c1ccc(/C=C/c2nc3ccccc3c(=O)[nH]2)cc1	6.0	21	13	-5	9	1	-2	6	2
CCc1cccc2c1NC(=O)C2(O)N1CCCC(C)C1 (centres undefined)	1.2	8	1	-3	12	-6	2	0	-3
COc1ccc2cc(C(=O)/C=C/c3cc(OC)c(OC)c(OC)c3)ccc2c1	2.8	17	3	-2	10	-16	3	-6	2
Cc1cccc(N=Nc2c(O)[nH]c3ccc(Br)cc23)c1	0.8	-4	0	-8	5	-10	1	1	-1
Cc1cc(C(=O)N2CCc3c([nH]c4ccccc34)C2c2c(F)cccc2Cl)no1 (centres undefined)	-0.2	-14	2	2	-2	20	3	11	0
CC(=O)Nc1ccc(S(=O)(=O)NCc2ccccn2)cc1	0.2	9	0	-2	-2	-11	-1	14	1
O=C(CCSc1ccccc1)Nc1ccc(S(=O)(=O)Nc2ncccn2)cc1	1.6	24	1	-1	-5	-8	-1	-4	-5
CC(=O)c1c(C)[nH]c(C(=O)COC(=O)CCOc2ccc(C)cc2)c1C	7.0	-4	9	-5	8	4	-12	6	6
Cc1ccc(OC(=S)Nc2ccccc2)c(C)c1	-0.1	0	-1	0	4	2	-2	8	0
COc1cccc(-c2cccc(-c3nc(C(=O)NCCCN4CCOCC4)cc4c3[C@H](CCO)N(S(=O)C(C)(C)C)C4)c2)c1 (some centres undefined)	8.3	6	23	-8	12	-19	-12	8	7
O=C(O)c1cccc(S(=O)(=O)N2CC=C(c3ccccc3)CC2)c1	0.3	15	0	-1	6	-8	6	0	-3
Cc1nc(-c2nc(CC(=O)NNC(=O)c3ccc(Cl)cc3)cs2)cs1	2.0	21	1	5	7	-11	3	-14	2
O=c1c2c(nc3cc(-c4ccc(Br)cc4)[nH]n13)CCCC2	-0.6	-11	1	6	-6	10	12	-11	4
CC(=O)NC(c1ccccc1)c1nc(-c2cccc(C(=O)O)c2)cs1 (centres undefined)	0.3	-6	1	2	1	-1	0	0	1
CCOC(=O)C1(Cc2ccccc2C(F)(F)F)CCN(CC2CC2)CC1	0.7	6	2	-7	10	-14	-1	-9	-9
COc1ccc(Cn2nnnc2C(c2cc3cc(C)ccc3[nH]c2=O)N2CCN(C)CC2)cc1 (centres undefined)	-0.2	2	1	-3	-2	-8	-6	-2	-6
Cc1nc2c(ccc3nc(NC(=O)C4CC4)sc32)s1	0.3	1	1	-8	5	-11	-3	1	3
CN(CCCC(=O)NCc1ccco1)S(=O)(=O)c1ccccc1	0.1	25	0	-2	-3	-4	1	-1	2
CCOC(=O)C1CCC2(CC1)C(C#N)=C(N)Oc1n[nH]c(C)c12 (centres undefined)	1.6	12	0	2	0	5	1	4	0
Nc1ccccc1C(=O)Nc1ccc(Cl)cc1Cl	-0.5	-2	-1	-3	3	4	1	-3	-7
Cc1cc(C(=O)NC2CCCc3ccccc32)c(C)o1 (centres undefined)	-0.4	16	0	7	1	-8	10	-1	-8
CCN1/C(=C2/SC(=S)NC2=O)Sc2ccccc21	-0.2	4	1	1	-6	-2	7	0	2
Cc1c(C(=O)O)oc2ccc(S(=O)(=O)NC3CCCCCCC3)cc12	0.3	0	0	4	-8	-2	-4	-4	-2
Cc1oc(-c2ccc(-c3ccccc3)cc2)nc1CN(C)C1CCOC1 (centres undefined)	5.8	25	9	-6	4	-14	6	7	-8
CCC(=O)N1CCN(CCN=CC2=C(O)CC(c3cccs3)CC2=O)CC1 (centres undefined)	0.6	8	3	4	-6	-9	1	-7	2
CNc1ccccc1C(=O)OCC(C)=O	0.8	29	2	11	4	-16	4	-2	1

Reprinted at random: two records from the list
SMILES	CHO-K1 Ca ag	CHO-K1 Ca PAM	M4 ag	CHRM4 PAM	M5 antag	CHO-K1 Ca antag	M5 PAM	M4 antag	CHRM5 agonist
CCN1/C(=C2/SC(=S)NC2=O)Sc2ccccc21	-0.2	4	1	1	-6	-2	7	0	2
O=c1c2c(nc3cc(-c4ccc(Br)cc4)[nH]n13)CCCC2	-0.6	-11	1	6	-6	10	12	-11	4

Carrying on:
SMILES	CHO-K1 Ca ag	CHO-K1 Ca PAM	M4 ag	CHRM4 PAM	M5 antag	CHO-K1 Ca antag	M5 PAM	M4 antag	CHRM5 agonist
COc1cc(C(=O)Nc2ccc(Cl)c([N+](=O)[O-])c2)cc(OC)c1OC	2.2	-1	3	0	-5	5	-6	4	-2
N#Cc1cccc(NC(=O)c2cncn2-c2ccccc2)c1	1.0	7	3	-2	11	2	-2	2	0
COc1cccc(CNC(=O)CCC2CCCN(C(=O)c3cc(C)on3)C2)c1 (centres undefined)	0.8	14	0	6	10	-9	2	0	0
CCSc1nnc2ccc(-c3ccc(OC)c(OC)c3)nn12	0.1	17	1	0	16	-7	-4	9	-2
CCc1nc2nc(C)c(NS(=O)(=O)c3ccc(C4CCCCC4)cc3)c(=O)n2[nH]1	0.1	-10	1	1	20	-9	-5	-10	-2
COc1ccc(S(=O)(=O)N2CCCCC2)cc1-n1cnnn1	1.6	23	2	5	3	-8	12	4	1
COc1cccc(/C=N/NC(=O)c2c(C)nc3ccc(Br)cn23)c1	1.4	16	1	-5	5	-8	4	0	4
CSc1ccccc1NC(=O)CN(C)C(=O)C1CC(=O)N(C(C)c2ccccc2)C1 (centres undefined)	0.1	-3	0	-1	6	-8	5	14	-1
COc1ccc(C2=Nc3ccccc3NC(=O)C2N(Cc2ccccc2)C(=O)C2=NNC(=O)CC2)cc1 (centres undefined)	1.1	-4	4	-1	1	-8	2	9	0
Cn1cc(-c2csc(C(C)(O)c3cccnc3)n2)cn1 (centres undefined)	0.0	16	0	7	2	-8	0	-14	0
O=C1NC[C@@H](CCCCN2C[C@H](Cc3ccccc3)N(CCc3ccc(O)cc3)C(=O)C2=O)N(Cc2ccccc2)C1=O	0.4	29	0	-1	-5	-15	-10	12	-6
O=C(Nc1ccccc1)N(C1=NCCCCS1)c1cccc2ccccc12	1.4	16	1	-3	-1	-11	-1	10	-12
O=C(CSc1nc2ccccc2nc1SCC(=O)N1CCOCC1)N1CCOCC1	1.1	10	1	4	-5	-9	4	-9	2
COc1ccc(N2CCN(C(=O)C3CCC(Cn4c(=S)[nH]c5ccccc5c4=O)CC3)CC2)cc1 (centres undefined)	8.7	12	11	0	9	-19	-14	-1	9
COCCN(C(=S)Nc1ccc(C)cc1)C(C)c1ccco1 (centres undefined)	0.8	10	0	1	1	-13	6	-2	2
CCCCn1c(Nc2ccc(OC)cc2)nc2ccccc21	0.1	-8	1	-4	-14	2	4	-12	-5
Cc1ccc(S(=O)(=O)Nc2ccc(C(=O)N3CCN(c4ccccc4O)CC3)cc2)cc1[N+](=O)[O-]	1.2	2	10	0	6	14	-6	-1	4
Cc1nn(-c2ccccc2)c(Cl)c1C(=O)NCC1CCCO1 (centres undefined)	0.3	6	2	3	-4	-9	6	-10	2
Cc1ccc(C(=O)N2C3=C(CCCC3)C(=O)NC23CCCCC3)cc1	0.0	-3	0	-3	8	-9	-1	4	0
COc1cccc(CN2CCNC(=O)C2CC(=O)NCCN2CCOCC2)c1OC (centres undefined)	0.3	-1	0	-3	-1	3	-2	4	-2
O=S1(=O)CC/C(=N\O)c2ccccc21	0.4	16	0	18	-1	5	9	-1	-3
O=C(NCCCN1CCCC1=O)c1cc(-c2ccc(F)cc2)nc2ccccc12	1.8	-2	12	-5	10	-10	-24	-11	1
O=C(N/N=C/c1ccccn1)C(=O)N1CCCCCC1	0.2	11	2	1	7	1	7	-3	2
Cc1onc(NC(=O)NC(=O)c2ccccc2F)c1Br	-0.2	-18	1	1	1	3	-1	-6	2

Single entries from the results shown:
CCOc1ccc(-n2c(N)c(-c3nc4ccccc4[nH]3)sc2=S)cc1 in M5 antag is listed with 1
COc1ccc(Cn2nnnc2C(c2cc3cc(C)ccc3[nH]c2=O)N2CCN(C)CC2)cc1 (centres undefined) in CHO-K1 Ca antag is listed with -8
